RBX1-CUL1 inh = inhibitors of human ROC1-CUL1 ubiquitin ligase activity; actives 0.6% (n = 140,000); inhibition, % at 10 µM; in vitro K48 di-Ub FRET, acceptor:donor ratio, 45 min; AID 1347404; in the data active means inhibition above about 25%
Target sequence (P62877 whole entry, looked up): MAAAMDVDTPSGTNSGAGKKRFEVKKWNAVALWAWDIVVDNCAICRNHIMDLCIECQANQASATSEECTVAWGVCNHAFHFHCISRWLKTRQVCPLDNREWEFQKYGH
Target sequence (Q13616 whole entry, looked up): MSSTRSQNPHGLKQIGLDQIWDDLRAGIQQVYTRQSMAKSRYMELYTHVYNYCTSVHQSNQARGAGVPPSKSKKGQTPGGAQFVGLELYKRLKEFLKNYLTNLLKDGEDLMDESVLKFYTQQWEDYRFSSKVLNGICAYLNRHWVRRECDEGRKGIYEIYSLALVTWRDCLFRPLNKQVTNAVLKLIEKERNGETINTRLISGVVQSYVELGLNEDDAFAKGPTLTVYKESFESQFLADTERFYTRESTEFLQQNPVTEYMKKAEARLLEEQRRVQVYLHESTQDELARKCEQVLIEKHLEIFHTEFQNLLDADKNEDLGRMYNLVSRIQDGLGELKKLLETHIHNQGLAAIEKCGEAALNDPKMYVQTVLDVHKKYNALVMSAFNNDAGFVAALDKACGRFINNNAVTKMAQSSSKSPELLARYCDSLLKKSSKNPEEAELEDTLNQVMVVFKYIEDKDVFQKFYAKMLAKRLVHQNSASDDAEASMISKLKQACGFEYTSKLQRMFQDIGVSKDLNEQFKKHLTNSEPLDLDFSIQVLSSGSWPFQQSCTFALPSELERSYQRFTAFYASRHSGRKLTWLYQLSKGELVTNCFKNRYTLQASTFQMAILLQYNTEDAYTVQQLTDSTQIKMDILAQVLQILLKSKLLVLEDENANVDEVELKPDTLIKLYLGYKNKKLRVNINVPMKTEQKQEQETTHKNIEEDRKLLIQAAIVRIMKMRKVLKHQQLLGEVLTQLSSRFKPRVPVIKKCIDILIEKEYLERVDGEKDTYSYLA
Numbers without * were called inactive; & = joins results of further samples. These rows are one share of the data, so the mix of outcomes need not match the whole.

molecule	RBX1-CUL1 inh
CCCNC(=O)C/C(C)=N/NC(=O)C(=O)Nc1cc(C)ccc1OC	4
Cc1ccc(CNCC2(O)CCCN(CC(C)(C)C)C2=O)o1 (stereo unspecified)	8
CCN1CCCC1CNC(=O)c1ccc(S(=O)(=O)N2CCOCC2)cc1 (stereo unspecified)	9
CC(C)c1ccc2oc(-c3ccc(Cl)c(NC(=O)c4cccs4)c3)nc2c1	-5
Cc1ncc2c(c1-c1noc([C@@H]3CCCN3C)n1)CCN(C(=O)c1cnc[nH]1)C2	-3
CCOc1ccc(C2c3[nH]c4ccccc4c3CCN2C(=O)Cc2cccc(OCC)c2OCC)cc1 (stereo unspecified)	-7
Cc1cccc(C(=O)NNS(=O)(=O)c2ccccc2[N+](=O)[O-])c1O	-2
OC(Cc1ccccc1)(c1ccccc1)c1cc2ccccc2c2ccccc12 (stereo unspecified)	-5
CC(C)Oc1ccc(C(=O)N2CCc3ccccc3C2)cc1	11
O=C(Nc1ccccc1C(=O)NCc1ccco1)NC1CCCCC1	6
CCOC(=O)c1cc(NC(=O)c2ccc(Cl)c(Cl)c2)ccc1O	-3
O=C(CN1CCN(Cc2ccccc2Cl)C1=O)NCc1ccccc1Cl	-1
COc1c(Cc2ccccc2)c(=O)oc2ccccc12	1
Cc1cc(C)c2c(=O)c3c(oc2c1)C(=O)N(CCCOC(C)C)C3c1ccccc1F (stereo unspecified)	2
CCN(C)C(=O)C1CCCN(C2CCN(c3nc4ccccc4o3)CC2)C1 (stereo unspecified)	8
CC(=O)Oc1c(C#N)n(C(C)=O)c2ccccc12	5
CCNS(=O)(=O)c1cc(C(=O)NC2CCCC2)ccc1OC	5
CC1(C)CC(=O)c2cnc(N3CCN(c4ccccc4)CC3)nc2C1	5
Cc1ccc(S(=O)(=O)Cc2ccc(Cl)cc2Cl)cc1	2
COc1ccccc1NC(=S)NC(=O)c1cccs1	-1
CCOC(=O)c1c(NC(=O)CSc2nc(-c3ccccc3)cc(C(F)(F)F)n2)sc(C)c1C	10
COc1c(S(=O)(=O)n2ccnc2C(C)C)ccc(Cl)c1Cl	4
COc1ccc(NC(=O)CSc2nnc(N)s2)cc1	5
CCOc1ccc(N2C(=O)C3C(C(C)=O)=NN(c4cccc(C)c4)C3C2=O)cc1 (stereo unspecified)	-2
Cc1cn2c3c(=O)[nH]c(=O)n(C)c3nc2n1C(C)c1ccccc1 (stereo unspecified)	3
CCc1ccc(NC(=O)CSc2nc3ncccc3[nH]2)cc1	-3
CC(=O)Nc1ccc(S(=O)(=O)Oc2cc(C)c(Cl)cc2C(C)C)cc1	-11
Cc1ccc2c(c1)CN(C(=O)/C=C/c1ccc(F)c(F)c1)CC(C)O2 (stereo unspecified)	-6
CCOc1ccc(Nc2c(S(=O)(=O)c3ccc(C)cc3)cnc3ccccc23)cc1	10
Cc1c(C(=O)N2CCCC2)oc2c1-c1nn(CC(=O)NCCCOC(C)C)cc1CC2	-1
CCOC(=O)c1cccc(-n2c(C)cc(/C=C3\C(=O)NC(=O)N(c4ccc(C)c(C)c4)C3=O)c2C)c1	1
CCCS(=O)(=O)Nc1cc2c(cc1NCc1ccccc1)n(C)c(=O)n2C	3
COCC(=O)N1CCC(Oc2ccccc2C(=O)N(C)Cc2nonc2C)CC1	-7
COc1ccc(C(=O)Cc2nnc(C)s2)c(OC)c1	-14
Cc1nn(-c2ccccc2)c2c1cc1c(=O)[nH]c(=O)nc-1n2-c1cccc(Cl)c1	5
C/C(=N\NC(=O)C1CC1c1ccccc1)c1cccc(NC(=O)c2ccccc2F)c1 (stereo unspecified)	6
NC1=NC(=O)C(CC(=O)Nc2ccc(N3CCCCC3)cc2)S1 (stereo unspecified)	4
COc1ccc(Br)cc1S(=O)(=O)Nc1cc(-c2cn3ccccc3n2)ccc1C	0
COc1ccc(-c2[nH]nc(Nc3ccccc3)c2-n2cncn2)cc1	-9
CCCCn1cc(S(=O)(=O)c2ccc(C)c(C)c2)c(=O)c2cc(F)c(N3CCCC(C)C3)cc21 (stereo unspecified)	3
O=C(CCCn1c(=O)c2cccn2c2ccc(F)cc21)NCCc1ccccc1	-6
COc1ccc(C2=NN(S(C)(=O)=O)C(c3ccco3)C2)cc1 (stereo unspecified)	6
COc1cc(CCc2nc(-c3c(C)ncc4c3CCNC4)no2)ccc1C	-1
CCC(CC)C(=O)Oc1cccc(C)c1C	-12
CCc1ccc(OCC(=O)Nc2ccc(S(=O)(=O)N(C)c3ccccc3)cc2)cc1	-1
Cc1ccc(Cl)cc1N(CC(=O)Nc1cccc(Br)c1)S(C)(=O)=O	7
COc1ccc(CNC(=O)c2cnn(-c3ccc(C)cc3)c2-n2cccc2)cc1OC	1
COC(=O)C1CCCCN1C(=O)c1cc(COc2ccc(C)cc2OC)on1 (stereo unspecified)	1
O=C(O)c1ccc(Cl)nc1N1CCOCC1	5
COc1cc(OC)cc(-c2cc3nc(C)c(CCC(=O)Nc4ccc(C(C)=O)cc4)c(C)n3n2)c1	4

Compounds shown so far that have bromine (two):
molecule	RBX1-CUL1 inh
COc1ccc(Br)cc1S(=O)(=O)Nc1cc(-c2cn3ccccc3n2)ccc1C	0
Cc1ccc(Cl)cc1N(CC(=O)Nc1cccc(Br)c1)S(C)(=O)=O	7

More entries
molecule	RBX1-CUL1 inh
O=C(CCC1N=C2c3ccccc3N=C(SCC(=O)Nc3ccccc3F)N2C1=O)NCc1ccccc1 (stereo unspecified)	-6
CCCc1cc(-c2nn3c(-c4ccccc4)nnc3s2)n(CC)n1	-5
CN(C)CCNC(=O)c1ccc(Cn2c(=O)c3cccn3c3cccnc32)cc1	-9
COc1ccc(NC(=O)c2cccc(-n3c(C)ccc3C)c2)c(OC)c1	-9
O=C1C=CC(Br)=CC(C(=O)/C=C/c2ccc(F)cc2)C1=O (stereo unspecified)	11
CCN(Cc1ccccc1)Cc1c(O)ccc2oc(C)c(C(=O)Nc3ccc(C)cc3C)c12	15
COCc1nc2ccccc2n1CCOc1ccccc1OC	9
c1ccc(N=C2Sc3nc4ccccc4n3C2=Nc2ccccc2)cc1	5
O=C(Nc1ccc(C(=O)c2ccccc2)cc1)c1ccc(Cl)c(Cl)c1	-4
CC1(C)CC(=O)C2=C(C1)OC1=C(C(=O)CC(C)(C)C1)C2c1cn(Cc2ccc(Cl)c(Cl)c2)nc1-c1ccccc1	-4
COC(=O)CC1=NC(=NC(N)=Nc2ccccc2C)NC(=O)C1	-8
CCOC(=O)c1c(C)[nH]c(C)c1S(=O)(=O)N1CCCC(C(=O)NCc2cccc(C)c2)C1 (stereo unspecified)	4
CSc1sc(=S)sc1SC	-2
COC(=O)c1cccc(-c2cc(Cl)c3c(c2)CC(CNC(=O)CSc2ncccn2)O3)c1 (stereo unspecified)	15
NC(=O)CSc1oc(-c2ccco2)nc1S(=O)(=O)c1ccc(Br)cc1	6
CNC(=O)c1c(NC(=O)c2nc(SCc3ccc(C)cc3)ncc2Cl)sc2c1CCCC2	-8
COc1cc(OC)c(OC)cc1CNCC1CCNCC1	-8
CCN(CCO)C(=O)C1CCN(c2nc(-c3ccccc3)nc3c2CCC3)CC1	12
Cc1ccc2nc(CN3CCN(S(=O)(=O)c4ccc(C)c(C)c4)CC3)oc2c1	-5
O=C(NCc1ccc(OC(F)(F)F)cc1)C1CCC(=O)N(C2CC2)C1 (stereo unspecified)	-4
COc1ccc(-c2nc3ccccc3o2)cc1NC(=O)c1ccc(N2CCC(C)CC2)c([N+](=O)[O-])c1	-7
CCOc1ccc(NC(=O)C(Cc2ccccc2)NS(=O)(=O)c2ccc3c(c2)oc(=O)n3C)cc1 (stereo unspecified)	5
COc1cc(NS(=O)(=O)c2ccc3c(c2)CCCN3C(C)=O)cc(OC)c1OC	-16
O=C(C1CC1)N1CCN(Cc2ccc(F)cc2)CC1	0
N#Cc1c(N)c(C(=O)c2ccccc2)n2ccccc12	1
Cc1nc2nc(C)c(Cc3ccc(C(C)C)cc3)c(=O)n2[nH]1	2
COc1ccc(N2CCN(C(=O)CSc3nc4ccccc4[nH]3)CC2)cc1	-3
CCOc1ccc(C2C(C(=O)OCc3ccccc3)=C(C)N=C3SCCC(=O)N32)cc1OC (stereo unspecified)	6
COc1cc(CNCCc2ccccc2)ccc1OCC(=O)NC(C)(C)C	-8
Cc1ccc(CC(=O)NC2CCSC2=O)cc1 (stereo unspecified)	0
Cc1noc(-c2ccc(-c3noc(-c4ccc(C(F)(F)F)cc4)n3)cc2)n1	4
CCn1c(=O)c2c(nc3n(-c4ccccc4)c(C)c(C)n23)n(C)c1=O	10
COc1ccc(CNc2ccc(S(N)(=O)=O)cc2)cc1	0
Cc1ccc(S(=O)(=O)N/N=C2/C/C(=N\NS(=O)(=O)c3ccc(C)cc3)c3ccccc32)cc1	16
CN(C)C(=O)CCC(=O)N1CCCC(CCc2c(F)cccc2F)C1 (stereo unspecified)	-5
Cc1cccc(N2CCN(C(=O)Cn3cnc4sc(C)c(S(=O)(=O)N5CCN(c6ncccn6)CC5)c4c3=O)CC2C)c1 (stereo unspecified)	2
O=C(NCCN1Cc2ccccc2OC(c2ccccc2F)C1)C(c1cccnc1)N1CCOCC1 (stereo unspecified)	-2
C=CCN(CC=C)S(=O)(=O)c1ccc2ccccc2c1	3
Cc1nc2c(s1)CCc1sccc1-2	1
CC(C)(C)N(NC(=O)Nc1ccc(Cl)cc1)C(=O)c1ccccc1	-11
CCOC(=O)c1cccc(-c2ccc(C(c3c(C)[nH][nH]c3=O)c3c(C)[nH][nH]c3=O)o2)c1	39*
CCN(Cc1ccccc1)C(=O)c1ccc(Cl)cc1[N+](=O)[O-]	-1
Cc1nn(-c2ccccc2)c(Cl)c1/C=N/NC(=S)NCc1ccccc1	-11
CCC1=NN2C(=N)/C(=C/c3cn(Cc4ccc5c(c4)OCO5)c4ccccc34)C(=O)N=C2S1	15
CCCS(=O)(=O)N1CC(=O)N(c2ccccc2C)C(C)(C(=O)NC2CCCCC2)C1 (stereo unspecified)	1
Cc1cccc(NC(=O)Cn2c(=O)oc3cc(S(=O)(=O)NCc4ccccc4)ccc32)c1	-3
COc1cccc(NC(=O)CN(C)C2CCCCC2)c1	-1
CC(=O)OCC1O[C@H](Sc2nnc(-c3ccccc3)n2N)C(OC(C)=O)[C@H](OC(C)=O)[C@H]1OC(C)=O (stereo partly specified)	-8
COc1ccc(CCNC(=O)c2cnn(-c3ccc(F)cc3)c2C2CCN(C(=O)OC(C)(C)C)CC2)cc1OC	-5
CCc1ccc2c(c1)C(O)(CC(=O)c1cccs1)C(=O)N2 (stereo unspecified)	3

Retrieved by structure from above:
molecule	RBX1-CUL1 inh
O=C(NCCN1Cc2ccccc2OC(c2ccccc2F)C1)C(c1cccnc1)N1CCOCC1 (stereo unspecified)	-2
COc1ccc(CNc2ccc(S(N)(=O)=O)cc2)cc1	0

Some of the entries so far, with the structure last.
| RBX1-CUL1 inh | SMILES |
| --- | --- |
| 2 | Cc1cccc(N2CCN(C(=O)Cn3cnc4sc(C)c(S(=O)(=O)N5CCN(c6ncccn6)CC5)c4c3=O)CC2C)c1 (stereo unspecified) |
| -11 | CC(C)(C)N(NC(=O)Nc1ccc(Cl)cc1)C(=O)c1ccccc1 |
| -11 | Cc1nn(-c2ccccc2)c(Cl)c1/C=N/NC(=S)NCc1ccccc1 |
| -1 | CCN(Cc1ccccc1)C(=O)c1ccc(Cl)cc1[N+](=O)[O-] |
| 4 | Cc1noc(-c2ccc(-c3noc(-c4ccc(C(F)(F)F)cc4)n3)cc2)n1 |
| 15 | CCC1=NN2C(=N)/C(=C/c3cn(Cc4ccc5c(c4)OCO5)c4ccccc34)C(=O)N=C2S1 |
| 3 | CCc1ccc2c(c1)C(O)(CC(=O)c1cccs1)C(=O)N2 (stereo unspecified) |

The list goes on.
molecule	RBX1-CUL1 inh
CCOC(=O)Cn1c(=O)n(-c2ccc(Cl)cc2)c2nc(-c3ccc(Cl)cc3)nc(C(N)=O)c21	5
CN1CCC(=C2c3ccccc3CC(O)c3sccc32)CC1 (stereo unspecified)	1
CCOc1ccccc1CNS(=O)(=O)c1ccc(-c2coc(C)n2)cc1	-4
CCOC(=O)c1c(NC(=O)CSc2cn(CCNC(=O)c3c(F)cccc3F)c3ccccc23)sc2c1CCC2	-11
CCCCNC(=O)c1c(-c2ccccc2)c(-c2ccccc2)nn(C)c1=O	-2
Cc1ccc(-c2nc(C)c(CCNC(=O)c3ccco3)s2)cc1	6
Cc1ccc(C2C3(OC(c4ccc(Cl)cc4)C24C(=O)c2ccccc2C4=O)C(=O)c2ccccc2C3=O)cc1 (stereo unspecified)	3
CCOC(=O)c1nnc2c(-c3ccc(Cl)cc3)c(C)nn2c1C	4&-8
O=C(CC1CCC1)Nc1ccc2c(c1)oc1ccccc12	-7
COc1cc(Cl)c(S(=O)(=O)NCCc2c(C)[nH]c3c(C)cccc23)cc1Cl	5
COc1ccc(C(=O)CCC(=O)Nc2cc(C)ccc2C)cc1	3
CN(C(=O)c1ccc(Br)o1)C1CCS(=O)(=O)C1 (stereo unspecified)	3
CCc1noc(-c2ccc(NC(C)c3ccccc3)c([N+](=O)[O-])c2)n1 (stereo unspecified)	4
COc1ccc(C(=O)c2cc(C)ccc2OC)cc1	-1
COc1cc(CN(C(=O)c2ccccc2F)C2CCS(=O)(=O)C2)cc(OC)c1OC (stereo unspecified)	-5
CC(C)C(N)COC(c1ccc(F)cc1)c1ccc(F)cc1 (stereo unspecified)	0
CCn1c(COc2ccc3c(c2)OCO3)nnc1SCC(=O)c1ccc(F)cc1	5
CC1CC(C)CN(CC(O)COCCC23CC4CC(CC(C4)C2)C3)C1 (stereo unspecified)	-3
Cc1ccc(-c2nnc(SCC(=O)N/N=C\c3ccccc3C(F)(F)F)n2-c2ccccc2)cc1	-1
